Compound activity: PubChem, several laboratories
HSF1 activator = increases HSF-1 driven luciferase reporter signal; NIH3T3-HGL HSF-1 luciferase reporter, MG132, 8 h; 100% = twice DMSO control signal; activation, % at 9 µM; 1.7% of 300,000 active; AID 504408;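 active means mean replicate activation of at least 50% with a set share of replicates each reaching 50%; inconclusive means only one of those two conditions met; inactive means mean below 50% and too few replicates reaching it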;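 further: 0% = median of the neutral control wells and 100% = twice that signal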
PolyA inhibitor = blocks polyadenylation in yeast reporter cells. S. cerevisiae SKY197-pL101 polyadenylation reporter, beta-gal luminescence; efflux-impaired pdr1/pdr3 knockout yeast; score 100 = 6 SD above DMSO. calls only at 12 µM. 0.02% of 300,000 active. AID 1875;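 active means lowest replicate activity score at least 50, where 100 means six control SD above control mean; inconclusive means lowest score under 50 but half or more replicates reach 50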;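 further: yeast exposed to compound for 9 h at 30 °C; higher score means more reporter readthrough which indicates perturbed polyadenylation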
GSK3beta inhib = blocks human GSK3beta kinase activity; GST-GSK3beta kinase, ADP-Glo luminescence, 60 min; hits give low values; activity score (negative = inhibition), % at 10 µM; 0.038% of 300,000 active; AID 2097;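 active means more than half of replicate wells score below -50%, meaning over 50% inhibition versus plate controls; inconclusive means some replicates but at most half score below -50%; inactive means no replicate scores below -50%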;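 further: 0% = median DMSO wells and -100% = median GW8510 positive control wells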
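Assay system: GST-fused GSK3beta enzyme, cell-free / Medium: Tris pH 7.5 buffer with MgCl2, DTT, BSA, heparin / Also added: peptide substrate plus 25 µM ATP (final) / Compound: 10 µM single point / Timing: kinase reaction with compound 60 min at room temperature / Detection: ADP-Glo luminescence / Benchmarks: DMSO neutral wells and GW8510 at 20 µM as positive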
HDAC3 inh = blocks human histone deacetylase 3; recombinant HDAC3, fluorogenic peptide/trypsin coupled, fluorescence; 0.15% of 320,000 active; AID 2718; inhibition, % at 8.3 µM; in the data active means inhibition above about 26%, passing the limit was not always enough; inconclusive means no clear call, values can overlap the other calls
Target sequence (O15379 whole entry, looked up): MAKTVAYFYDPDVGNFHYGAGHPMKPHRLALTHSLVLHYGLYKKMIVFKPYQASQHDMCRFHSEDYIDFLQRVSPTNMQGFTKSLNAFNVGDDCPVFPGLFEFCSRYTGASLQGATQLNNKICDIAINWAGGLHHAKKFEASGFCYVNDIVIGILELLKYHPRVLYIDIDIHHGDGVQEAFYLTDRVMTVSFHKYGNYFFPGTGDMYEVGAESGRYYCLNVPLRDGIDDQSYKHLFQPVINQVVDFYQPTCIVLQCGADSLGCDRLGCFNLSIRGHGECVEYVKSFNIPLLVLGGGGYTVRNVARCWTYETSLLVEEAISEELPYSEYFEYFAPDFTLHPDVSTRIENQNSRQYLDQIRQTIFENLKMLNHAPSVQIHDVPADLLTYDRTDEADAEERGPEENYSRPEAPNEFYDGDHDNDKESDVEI
Dyrk1A ADPGlo = blocks rat Dyrk1A kinase activity; Q63470; ADP-Glo luminescence, NFATc1 peptide; inhibition, % at 12.5 µM; 0.43% of 310,000 active; in the data active means inhibition above about 50%;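 further: plate controls were vehicle with enzyme for no effect and no enzyme for full effect; many of its hits are not listed in these tables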
AI-2 QS mod = Vibrio harveyi AI-2 quorum sensing modulation. activity change, % at 7.5 µM. Vibrio harveyi JMH597 AI-2 luminescence/OD600 ratio, 9 h; hits give low values; strain lacks LuxN and CqsS sensors; 0 = neutral-control median. AID 2094. 0.4% of 300,000 active; in the data active means activity change below about -75%, passing the limit was not always enough; inconclusive means no clear call, values can overlap the other calls;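 further: luminescence divided by OD600 gain over 9 h not by final OD600 alone; inactives centre near 13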
HSP90 refold inh = HSP90 refolding inhibition in rabbit reticulocyte lysate | luciferase refolding luminescence, 3 h | inhibition, % at 5.6 µM | 0.91% of 290,000 active | AID 1789;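 active means inhibition above the screen-wide mean plus 3 SD, computed separately per campaign, cut at about 16% in these data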;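 further: 0% = DMSO wells and 100% = 60 µM geldanamycin wells; inhibitors lower the luminescence because luciferase stays unfolded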
GSK3A inh = inhibitors of human GSK-3 alpha kinase | P49840 | ADP-Glo luminescence, 60 min | inhibition, % at 10 µM | 0.1% of 320,000 active;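 in the data active means inhibition above about 50%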;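 further: GST-tagged GSK-3 alpha with peptide substrate and 25 µM ATP; 0% = DMSO neutral wells and 100% = GW8510 positive control wells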
Target sequence (P49840 whole entry, looked up): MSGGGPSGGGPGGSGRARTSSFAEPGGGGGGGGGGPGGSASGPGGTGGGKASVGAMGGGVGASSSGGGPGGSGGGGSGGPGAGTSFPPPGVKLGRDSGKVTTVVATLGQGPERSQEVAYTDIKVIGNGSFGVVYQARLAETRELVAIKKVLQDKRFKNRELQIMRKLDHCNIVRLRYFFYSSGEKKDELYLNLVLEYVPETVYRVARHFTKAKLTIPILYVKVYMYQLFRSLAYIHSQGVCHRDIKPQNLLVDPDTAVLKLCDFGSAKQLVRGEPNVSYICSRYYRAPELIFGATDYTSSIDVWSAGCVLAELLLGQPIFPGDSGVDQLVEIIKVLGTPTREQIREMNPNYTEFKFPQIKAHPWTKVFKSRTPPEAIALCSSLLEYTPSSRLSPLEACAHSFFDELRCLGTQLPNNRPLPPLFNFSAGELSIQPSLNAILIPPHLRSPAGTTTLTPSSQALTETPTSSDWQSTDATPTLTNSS
HSF1 inhib = HSF1 inhibition; NIH3T3-HGL HSE-luciferase, MG132-induced, luminescence 8 h; hits give low values; activity change, negative = inhibition, % at 7.5 µM (by protocol); 0.77% of 300,000 active; AID 2098;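 active means more than half of replicate wells show activity change below -50%, luminescence cut by over half; inconclusive means some wells, but at most half, below -50%; inactive means no replicate well below -50%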;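 further: luciferase reports HSF-1 transcriptional activity via heat shock element; 0% = median of DMSO wells and -100% = zero luminescence signal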
Platelet DG rel = modulates dense granule release in human platelets; AID 1663; human platelet-rich plasma, SFLLRN dense granule ATP release, luminescence; inhibition, %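 (compounds screened at 7.5 µM in platelet-rich plasma)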; 0.22% of 300,000 active;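 active means mean replicate score, as percent of positive control, at or above 50; inconclusive means mean below 50 but at least one replicate at or above 50; inactive means mean and every replicate below 50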
* marks the source's active call; other numbers are inactive results; i = inactive; ? = inconclusive; . = not tested or not shown. Not all compounds are listed; the hit share may differ from the screen's.

SMILES	HSF1 activator	PolyA inhibitor	GSK3beta inhib	HDAC3 inh	Dyrk1A ADPGlo	AI-2 QS mod	HSP90 refold inh	GSK3A inh	HSF1 inhib	Platelet DG rel
COc1ccc(C(=O)Nc2ccc(C)c(S(=O)(=O)N3CCCCCC3)c2)cc1	-4	i	3	-4	.	39	2	-2	-5	-5
CN(CC(=O)NC1CCN(Cc2ccccc2)CC1)S(=O)(=O)c1ccc2c(c1)c(=O)n(C)c(=O)n2C	-1	i	1	-4	0	7	6	-5	-2	-3
CCOC(=O)C1(CCOC)CCN(C/C=C/c2ccccc2OC)CC1	12	i	1	-6	.	24	5	-1	4	-2
CC(=O)c1nc(N2C(=O)CC(Cc3cccc(C)c3)C2=O)sc1C (centres undefined)	-3	i	-1	2	1	20	-2	-1	-8	0
Cc1ccc(C(=O)CN(C(=O)c2ccc(Cl)cc2)N2C(=O)c3ccccc3C2=O)cc1	-5	i	-5	0	5	-5	-3	-2	-5	0
O=C(NNC(=O)c1ccccc1F)C1=NN(c2ccccc2)C(=O)CC1	-11	i	-1	1	1	-5	-2	1	-5	5
O=C(CSc1n[nH]c(=O)n1-c1cccnc1)Nc1ccccc1	-12	i	3	-8	0	24	-2	0	-4	-18
C(=N\N1CCOCC1)/c1ccsc1	5	i	-3	-1	2	-5	16	-5	0	2
N#CC1=C(SCC(=O)c2ccc(Br)cc2)NC2=C(C(=O)CCC2)C1c1ccco1 (centres undefined)	.	.	.	15	-1	.	1	0	.	.
CC1CN=C(N(C(=O)Nc2ccccc2)C(C)c2ccccc2)S1 (centres undefined)	7	i	-1	1	6	.	-3	-4	5	-2
COc1ccc(C(=O)NC(C)c2nnc(SCC(=O)Nc3nc4ccccc4s3)n2C)cc1 (centres undefined)	14	.	-2	6	-4	27	3	11	12	-15
O=C(O)c1ccc(S(=O)(=O)NC2CCCc3ccccc32)cc1 (centres undefined)	-12	i	3	-4	8	21	-3	-2	-6	-1
CC(C)(C)c1cc[n+](-c2[nH]c(=O)sc2/C=N/N=C(\[O-])c2cccnc2)cc1	-12	i	-1	1	6	0	7	1	-9	0
COc1ccc(N=C2SCC(=O)N2CCc2ccc(OC)c(OC)c2)cc1	-8	i	-5	4	2	14	2	-3	4	-13
Cc1ccc2c(c1)c1c3n2CCN(CCC(=O)O)C3CCC1 (centres undefined)	-1	i	6	-7	5	6	0	-1	-4	2

Compounds listed so far with an NH in an aromatic ring:
SMILES	HSF1 activator	PolyA inhibitor	GSK3beta inhib	HDAC3 inh	Dyrk1A ADPGlo	AI-2 QS mod	HSP90 refold inh	GSK3A inh	HSF1 inhib	Platelet DG rel
O=C(CSc1n[nH]c(=O)n1-c1cccnc1)Nc1ccccc1	-12	i	3	-8	0	24	-2	0	-4	-18
CC(C)(C)c1cc[n+](-c2[nH]c(=O)sc2/C=N/N=C(\[O-])c2cccnc2)cc1	-12	i	-1	1	6	0	7	1	-9	0

(list continues)
SMILES	HSF1 activator	PolyA inhibitor	GSK3beta inhib	HDAC3 inh	Dyrk1A ADPGlo	AI-2 QS mod	HSP90 refold inh	GSK3A inh	HSF1 inhib	Platelet DG rel
CCCOc1ccccc1/C=C1\SC(N)=NC1=O	-15	i	1	10	9	9	-2	-1	-4	25
Cc1cc(C)c2c3c(sc2n1)C(=O)N(Cc1ccccc1)CC(=O)N3	5	i	2	-2	-3	0	-4	-1	1	-3
CN1CCN(c2ccc([N+](=O)[O-])cc2C(=O)c2ccc(Cl)cc2)CC1	-22	i	3	3	2	4	-2	-1	-7	-10
CN(C(=O)c1nn(C)c2c1CS(=O)(=O)c1ccccc1-2)c1cccc(Cl)c1	-1	i	-3	-5	-1	25	-5	-4	-1	-4
O=C(Nc1sc2c(c1C(=O)c1ccc(Cl)cc1)CCCC2)c1cccnc1	3	i	0	12	8	20	3	.	2	-1
COc1ccc(C)cc1NC(=O)C1CCCN(S(=O)(=O)c2cccc3nonc23)C1 (centres undefined)	5	i	-1	.	5	29	3	.	-4	-10
COc1ccc(S(=O)(=O)NC2(C(F)(F)F)NC(=O)N(CCc3ccccc3)C2=O)cc1 (centres undefined)	4	i	2	1	-1	4	-3	-1	5	-5
CCOC(=O)Cn1c(=O)oc2cc(S(=O)(=O)N3CCCC(C)C3)ccc21 (centres undefined)	-19	i	3	-3	7	-6	3	-1	-3	8
O=S(=O)(/N=C(/Nc1ccc(Cl)cc1Cl)c1ccccc1)c1cccs1	7	i	5	4	-5	19	2	-1	14	1
COC(=O)NC(=S)Nc1ccc(Oc2ccc(Cl)cc2)c(Cl)c1	-1	i	3	5	4	9	3	-2	1	9
N#Cc1ccc(C23CC4(C2)[C@H](CN(Cc2ccc(C(F)(F)F)cc2)[C@@H]4c2ccccc2)C3c2ccc(Cl)nc2)cc1 (some centres undefined)	-7	i	1	.	.	8	.	.	-2	-11
O=C(O)c1ccc2oc(=O)c(S(=O)(=O)c3ccc(F)cc3)cc2c1	-5	i	-2	10	-2	15	2	-3	-5	1
O=C(CSc1n[nH]c(-c2cccs2)n1)N1CCCc2ccccc21	-7	.	-2	0	4	2	0	0	-2	2
CCN1/C(=C/c2ccc3ccccc3[n+]2CC)C=Cc2ccccc21	5	i	0	8	7	16	-1	25	-11	18
Cc1ccc(S(=O)(=O)CCC(=O)Oc2ccc(-c3nnco3)cc2)cc1	-5	i	-5	.	34	13	.	7	0	17
CCN(C(=O)CN1CCN(c2cccc(C(F)(F)F)c2)CC1)c1c(N)n(Cc2ccccc2)c(=O)[nH]c1=O	3	i	2	-1	.	0	-3	1	-2	9
CCn1c(CNc2ccc(Cl)cc2)nnc1SCc1ccc(Cl)cc1	2	i	3	0	1	4	3	-5	-9	-1
COc1cc(C)c(C(C)C)cc1S(=O)(=O)N1CCN(C)CC1	10	i	0	4	-7	-3	-2	-1	-4	8
O=[N+]([O-])c1cccnc1NCCc1ccccc1	45	i	-4	-2	2	28	-1	.	27	9
CCCC(C)C(=O)Nc1ccccc1C(=O)OCC (centres undefined)	0	i	-1	8	2	16	-1	-5	-3	-6
CCOC(=O)C1CCN(C(=O)c2cn(CCOC)c(=O)c3c2c2ccccc2n3C)CC1	-15	i	0	.	0	35	-1	.	-5	1
CCn1nnnc1SCC(=O)N1c2ccccc2Sc2ccccc21	-18	i	1	-1	0	11	0	1	-4	8
COc1ccc(-c2nc(CSCC(=O)N3CCc4ccccc4C3)c(C)o2)cc1OC	-6	i	2	12	4	12	-3	-3	-8	-2
O=S(=O)(c1ccc2ccccc2c1)N1CCC(c2nc(-c3ccncc3)no2)CC1	-13	i	-4	-3	2	14	3	3	-3	-2
Cn1ccnc1-c1nc2ccccc2[nH]c1=O	9	i	-1	0	-12	11	1	-1	-3	3
CCCN1C(=O)N(c2cccc(C)c2)C(C)(O)CC1(C)C (centres undefined)	2	i	3	4	.	18	2	-1	-7	6
Cc1cc(C)nc(NN2C(=O)/C(=C/c3ccc(O)cc3)SC2=S)n1	5	i	-2	1	7	-5	0	-4	-4	0
Cc1nccn1CCCN1C(=O)CNC1=S	3	i	-2	-3	-3	14	1	2	3	3
O=C1NC2(CCCCC2)C(=O)N1CCS(=O)(=O)Oc1ccccc1	2	i	3	-1	2	15	2	0	8	-1
Cc1nc(-c2ccc(S(=O)(=O)Nc3ccc(Br)cc3Cl)s2)cs1	10	i	-3	1	-5	36	2	-5	-15	-9
C=CCNC(=O)Nc1ccc(F)cc1F	-1	i	-1	-9	-2	18	0	.	9	-3
COc1ccc(OC)c(CN2C(=O)CCC2(C)C(=O)NC2CCCCCC2)c1 (centres undefined)	1	i	0	-3	5	11	5	0	8	6
COc1cc(CC(=O)O)c([N+](=O)[O-])cc1OC	8	i	3	-2	0	-4	-3	-3	-3	-4
Oc1ccc(-c2cn3c(n2)SCC3)cc1	-2	i	-3	-4	29	12	-3	4	-4	-1
Cc1cccc(NC(=S)NNC(=O)c2ccccc2OC(F)F)c1	40	i	0	3	6	18	1	-2	10	-1
COc1ccc(C(=O)Nc2ccc(C(=O)O)cc2NC(=O)c2ccc(OC)cc2)cc1	-6	i	0	0	1	2	2	-3	3	-2
CCOc1ccc(N2C(=O)CS/C2=N/NC(=O)COc2ccc3ccccc3c2)cc1	-1	i	2	-1	7	14	-2	1	-3	6
COc1ncnc2sc3c(c12)CCCC3	-2	i	2	-3	-7	20	3	-3	-8	-3
O=C(/C(=N\O)n1cncn1)c1ccc(Br)cc1Br	-8	i	3	5	0	1	2	0	-3	3
CC(C)CC(=O)NC(=S)N1CCCCCC1	7	i	-2	3	0	7	2	-2	-6	-6
O=C(Nc1ccc(C(=O)N2CCN(c3ccc(F)cc3)CC2)cc1)C1=CSCCO1	17	i	4	-1	-4	27	-3	0	3	-10
Cc1cc(-c2nnc(CCC(=O)NC(C)c3ccc(F)cc3)o2)no1 (centres undefined)	8	i	3	3	.	22	2	-2	3	-2
CC(C)(C)C(=O)N1CCN(C(=O)c2ccco2)CC1	-12	i	1	-5	1	20	1	-2	1	16
O=C(C1=C(O)C(=O)N(Cc2ccco2)C1c1ccccc1F)c1cccs1 (centres undefined)	2	i	1	2	-1	18	0	-4	5	7
CCOC(=O)C1(CCCc2ccccc2)CCN(C(=O)CCN2CCCCC2=O)CC1	48	i	0	-7	15	29	1	-2	2	-2
Cc1ccc2sc(NNC(=O)c3ccc4c(c3)OCCO4)nc2c1C	2	i	6	3	3	28	0	0	2	18
Cc1cccc(C)c1NC(=O)C1c2cccc[n+]2CC(=O)N1Cc1cccs1 (centres undefined)	-2	i	1	?	0	17	0	.	0	-3
Cc1ccc(NC(=O)c2sc3nc(N4CCOCC4)c4c(c3c2N)CC(C)(C)OC4)cc1	29	i	2	4	2	11	-3	-2	8	-2
O=C(N/C(=C/c1ccco1)C(=O)N1CCOCC1)c1ccc([N+](=O)[O-])cc1	-2	i	2	.	-3	31	-2	.	-2	-2
COc1ccc(S(=O)(=O)Nc2ccc(S(=O)(=O)Nc3nccs3)cc2)cc1	7	i	-2	3	6	0	-1	-3	-4	1
O=C(/C=C/c1ccccc1)NCCc1ccccc1	30	i	-6	-1	25	8	.	17	23	-2
Cc1cccnc1CN1CCN(C(=O)c2cc(COc3ccc4ncccc4c3)on2)CC1	-2	i	-2	-2	.	13	14	4	-5	?
CCc1nnc(NC(=O)c2csc3c2CCC(C)C3)s1 (centres undefined)	-1	i	1	6	.	14	1	-4	5	9
COc1ccc(CCC(C)NCCc2ccc(Cl)cc2Cl)cc1 (centres undefined)	-36	i	-2	1	-2	36	-3	-3	-22	8
COc1ccc(S(=O)(=O)NC(C)C(=O)NCCN2CCOCC2)cc1Cl (centres undefined)	27	i	7	-4	-2	12	3	-4	5	-5
